Compound activity from PubChem.
hcGAS inh = inhibitors of human cGAS; recombinant h-cGAS, ATP depletion, Kinase-Glo luminescence; inhibition, % at 12.5 µM; 290,000 compounds, 0.081% hits; AID 1259398; Q8N884;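 further: 0% = vehicle reaction and 100% = reaction without DNA for no activity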
Target sequence (Q8N884 whole entry, looked up): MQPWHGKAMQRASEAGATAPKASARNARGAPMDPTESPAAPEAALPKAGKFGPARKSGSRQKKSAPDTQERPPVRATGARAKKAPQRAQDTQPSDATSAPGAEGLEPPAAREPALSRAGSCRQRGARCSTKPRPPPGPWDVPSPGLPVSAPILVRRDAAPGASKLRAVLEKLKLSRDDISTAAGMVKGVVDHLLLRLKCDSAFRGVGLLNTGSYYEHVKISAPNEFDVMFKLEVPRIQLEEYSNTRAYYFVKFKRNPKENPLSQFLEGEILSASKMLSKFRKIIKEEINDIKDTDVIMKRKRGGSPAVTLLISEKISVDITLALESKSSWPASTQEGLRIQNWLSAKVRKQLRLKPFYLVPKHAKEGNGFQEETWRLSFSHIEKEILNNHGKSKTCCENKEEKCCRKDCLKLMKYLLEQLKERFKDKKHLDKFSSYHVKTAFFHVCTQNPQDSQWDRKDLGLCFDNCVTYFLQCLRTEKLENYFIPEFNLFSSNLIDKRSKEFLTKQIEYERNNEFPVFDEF
mcGAS inh = blocks mouse cGAS activity. Q8C6L5. recombinant cGAS, Kinase-Glo ATP depletion luminescence. inhibition, % at 12.5 µM. 160,000 compounds, 0.15% hits;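 further: 0% = negative control wells and 100% = reference inhibitor with no enzyme activity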
NPYLR7 ag = activates Aedes aegypti NPYLR7 receptor | HEK293T NPYLR7/Galpha15, GCaMP6s calcium fluorescence | activation, % at 10 µM | 270,000 compounds, 0.15% hits; in the data active means activation above about 40%;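 further: 0% = vehicle and 100% = reference agonist at the receptor; some compounds past the cut are filed as inactive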
Starred values were filed as active, the others as inactive; / = no result given; & = joins results of further samples. Unless noted, no stated cut-off is given here; in the data, active means inhibition above about 40%; inactive means the rest.

SMILES	hcGAS inh	mcGAS inh	NPYLR7 ag
CNC(=S)NN(c1ccccc1)c1ccccc1	-8.2	-9.0	2.8
CC(C)c1ccc(-c2nnn(CC(=O)Nc3cc(C(F)(F)F)ccc3-n3cncn3)n2)cc1	-7.9	/	-7.2
CCOC(=O)c1nn(-c2ccccc2)c(=O)cc1OCC(=O)Nc1cccc(OC)c1	0.1	/	6.9
Cc1cccc(C(C)(C)C)c1NC(=O)N1CCN2C(=O)CNC(=O)C2C1 (stereo not given)	-0.1	/	-1.1
Cc1cc(C#N)ccc1S(=O)(=O)Nc1nc(C(C)C)nn1C	-0.1	/	1.4
CC(C)CN1C(=O)CNC1=S	-7.2	-8.7	2.8
CCOC(=O)c1c(NC(=O)COC(=O)C(C)NC(N)=O)sc(C(C)=O)c1C (stereo not given)	-3.6	-4.0	9.3
CCOC(=O)c1ccc(NC(=O)N2CCc3ccccc3C2c2ccc(Cl)cc2)cc1 (stereo not given)	-3.6	-6.6	16.3
Cn1cnc(Sc2nc3ccccc3[nH]2)c1[N+](=O)[O-]	-7.7	/	1.1
COc1cc(C2CC(=O)Nc3ccc4ccccc4c32)cc(Cl)c1O (stereo not given)	2.4	/	-18.3
COc1cc(OC)c(OC)cc1/C=C/c1cc(C(F)(F)F)[nH]c(=O)n1	-4.3	/	-1.6
Cc1ccc(C(=O)Nc2cccc(CN3CCOC3=O)c2)s1	-17.1	/	11.1

Record cards, from the list above. Screens in order: hcGAS inh, mcGAS inh, NPYLR7 ag
Results for COc1cc(C2CC(=O)Nc3ccc4ccccc4c32)cc(Cl)c1O (stereo not given) → 2.4, /, -18.3
Results for CC(C)c1ccc(-c2nnn(CC(=O)Nc3cc(C(F)(F)F)ccc3-n3cncn3)n2)cc1 → -7.9, /, -7.2
Results for CNC(=S)NN(c1ccccc1)c1ccccc1 → -8.2, -9.0, 2.8
Results for CCOC(=O)c1c(NC(=O)COC(=O)C(C)NC(N)=O)sc(C(C)=O)c1C (stereo not given) → -3.6, -4.0, 9.3

Next section:
SMILES	hcGAS inh	mcGAS inh	NPYLR7 ag
O=C1CC2(CCN(Cc3cn(-c4ccccc4)nc3-c3ccncc3)CC2)CN1	-5.5	/	5.9
CSc1ccc(CN2C(=O)C(C)ON=C2c2ccc(F)cc2)cc1 (stereo not given)	8.7	/	-1.6
O=c1[nH]c(/C=C/c2ccccc2O)c([N+](=O)[O-])c(=O)[nH]1	3.5	/	-9.5
Cn1c(=O)c2c(nc3n2CC(c2ccc(F)cc2)=NN3Cc2ccc(F)cc2)n(C)c1=O	-0.9	-9.1	5.0
CCOc1ccc(C(C2Sc3nc(C)nn3C2=O)N2CCCC2)cc1 (stereo not given)	-9.9	-8.4	-0.2
CCN(Cc1nccn1Cc1ccc(C)cc1)C(=O)c1ccccc1F	-2.9	-4.2	8.2
CN(C)c1ccc(N)cc1CN(CC1CCCO1)C(=O)c1cccc(F)c1 (stereo not given)	-2.2	-6.0	8.5
Cn1cccc1-c1nnc(SCc2ccc(F)cc2)o1	0.1	-0.9	-5.7
COc1ccc(CCN(C)C(=O)c2csc(CSc3nnc(-c4ccco4)n3-c3ccc(Cl)cc3)n2)cc1OC	-10.6	-5.8	-2.4
Cn1c(=O)c2c(nc(N3CCOCC3)n2CC=Cc2ccccc2)n(C)c1=O	-6.3	/	7.8
CCOC(=O)NC1CCN(C(C)C(=O)NCc2ccc(F)cc2)CC1 (stereo not given)	-7.4	/	6.0
O=C(Nc1ccc(Nc2cc(-n3cccn3)ncn2)cc1)c1ccccc1Cl	-3.7	-7.3	-4.8
Cc1cc(C(=O)N2CCN(c3nc4c(C)ccc(C)c4s3)CC2)on1	-2.7	-8.7	6.8
Cc1nc(C(C)C)sc1C(=O)NCCS(=O)(=O)N(C)C	0.6	/	16.0
O=C(CC1CSc2nc3c(cnn3-c3ccccc3)c(=O)n21)NCc1ccncc1 (stereo not given)	-10.7	-7.4	-0.1
CC(C)C(=O)Nc1nnc(SCC(=O)c2ccc(Cl)cc2)s1	-2.0	-4.2	25.5
Cc1n[nH]c(=S)n1CC(=O)N(C)C	-5.6	/	-0.7
COCCOc1nc(-c2ccccc2C)n(-c2ccc(NC(=O)c3cccc(OC)c3)cc2)n1	-6.5	-8.4	11.4
CC1CCCN(C(C)(C)CNC(=O)Nc2ccc3ccn(C)c3c2)C1 (stereo not given)	-8.9	/	6.2
CCC(=O)C1(NC(=O)Cc2csc(CC)n2)CCCCC1	-4.3	/	-1.2
C=CCN1CC(C(=O)NCCc2ncccc2C)CC1=O (stereo not given)	-5.3	-14.5	5.6
CCOC(=O)c1cc(Cc2ccccc2)sc1NC(=O)Cc1ccc(F)cc1	-7.6	-8.5	5.1
COCCNP1(=O)C=C(c2ccccc2)SC(c2ccccc2)=C1	0.2	/	3.2
Cc1cc(C)cc(NC(=O)Cn2nc(-c3ccc(F)cc3)c3sc(N4CCOCC4)nc3c2=O)c1	-1.5	-6.5	-3.1
CC1(C(=O)NCCc2ccccc2)CCN1Cc1ccc2ccccc2c1 (stereo not given)	-6.4	/	6.8
CCCN(CCC)C(=O)c1cc(-c2ccc([N+](=O)[O-])cc2)nn1-c1ccc(C)cc1C	-11.2	-4.5	-3.8
O=C(C1CCOC1)N1CCN(Cc2cccc(-c3noc(-c4cccnc4)n3)c2)CC1 (stereo not given)	-0.9	-4.4	8.3
CCCCCCCCCC(=O)N1CCSC1c1ccc(C(F)(F)F)cc1 (stereo not given)	-0.6	-3.3	-6.6
Cn1ncc2c(NCCCOc3ccccc3)ncnc21	-7.7	/	-1.5
CCOC(=O)c1nn(CCc2ccc(OC)cc2)c2c1CN(Cc1cccn1-c1ccccn1)CC2	-11.9	-7.5	14.8
CSc1nnc(CC2CCN(C(=O)C(=O)N3CCOCC3)CC2)n1C	-6.2	/	1.3
Fc1cccc(CSc2nncn3c2cc2occc23)c1	0.4	/	-2.0
CC(c1n[nH]c(=O)n1Cc1cccs1)n1cccn1 (stereo not given)	-9.5	/	15.6
COc1cc(OC)cc(C2SCCN2C(=O)Nc2cccc(Br)c2)c1 (stereo not given)	-4.4	-3.8	3.3
Cc1cccc(-n2c(SCC(=O)N3CCOCC3)nnc2-c2cccs2)c1	-5.1	-4.2	/
Cc1cc(NS(=O)(=O)N2CCCCCC2)no1	-9.5	-4.4	/
O=C(CCCSc1nnc(-c2c[nH]c3ccccc23)n1C1CC1)N1CCOCC1	14.5	11.5	2.7
CCOc1ccccc1NC(=O)Cn1nnc(C(=O)Nc2ccccc2C)c1N	4.5	4.2	-10.0
CCN(CC)c1ncccc1CNC(=O)c1cc(=O)[nH]c2ccccc12	-6.7	-11.5	/
O=C(c1ccco1)N1CCN(C=CC(=O)C(F)(F)F)CC1	-1.6	-4.2	8.6
CCOC(=O)C1CCN(C2CCN(c3nncc(-c4ccccc4)n3)CC2)CC1	-3.3&-3.8	-9.5&-3.4	12.3&-0.4
c1ccc2c(Oc3ccc4c(c3)OCO4)nncc2c1	3.0	/	-2.8
COCCN1CCCC2(CCN(C3CCN(c4ccc(Cl)cc4)CC3)C2)C1 (stereo not given)	-4.2	/	12.6
Cc1c(Cl)c(C(F)(F)F)nn1CC(=O)OC(C)C	0.1	-4.0	4.4
CCN(C(=O)c1cnn(C(C)C)c1)C(C)CO (stereo not given)	2.5&-11.7	/	1.2&3.1
Cc1cc(NC(=O)CN2CCC(C(=O)N3CCCCCC3)CC2)c([N+](=O)[O-])cc1C	-4.3	-7.6	0.4
NC(=O)c1c(N=c2oc3ccccc3cc2-c2nc3ccccc3[nH]2)sc2c1CCCC2	-8.5	-4.9	-1.9
CC1CCCN(c2nc(N3CCN(Cc4ccccc4)CC3)nc(N)c2[N+](=O)[O-])C1 (stereo not given)	-3.8	/	-0.3
Cc1nonc1OCCNC(=O)c1ccc(C(C)N2CCCCC2)o1 (stereo not given)	-6.6	-18.1	-4.1
CCOC(=O)N1CCN(C(c2cccc(Cl)c2)c2c(O)cc(C)n(Cc3cccnc3)c2=O)CC1 (stereo not given)	-2.3	/	9.0
Cn1ccnc1-c1ccc(NCC(c2ccccn2)N2CCOCC2)nn1 (stereo not given)	-4.3	/	2.7
CC(N)=C(C#N)C(=O)COC(=O)CSCc1c(C)noc1C	-8.6	/	10.2
COc1ccc(C(C)NC(C)C(=O)Nc2ccccc2Cl)cc1F (stereo not given)	3.3	/	-11.6
CC(C)C(NC(=O)CN1CC(=O)NC1=O)c1ccccn1 (stereo not given)	-3.9	/	1.5
COc1ccc(-n2c(-c3cccs3)nc3nc4ccccc4nc32)cc1OC	-5.5	-8.3	4.9
CC(C)c1ccc(S(=O)(=O)c2c(C(=O)N3CCSCC3)cnc3ccc(Cl)cc23)cc1	-4.7	-5.5	-8.3
C=CCN1C(=O)NC(c2cccc(F)c2)C2=C1CN(CCc1ccc(OC)c(OC)c1)C2=O (stereo not given)	-1.6	-3.3	-7.4
O=S(=O)(c1ccccc1)c1nnn2c1nc(NCC1CCCO1)c1sccc12 (stereo not given)	-5.2	/	-3.6
Cc1ccc2nc(C)c(NC(=O)NCc3ccccc3)c(=O)n2c1	-6.4	-9.3	0.4
N#CC1C(=N)Oc2n[nH]c(C(F)(F)F)c2C1c1cccs1 (stereo not given)	-1.2	2.4	-1.2

Laid out differently: entries from further up.
| canonical_smiles | hcGAS inh | mcGAS inh | NPYLR7 ag |
| --- | --- | --- | --- |
| CNC(=S)NN(c1ccccc1)c1ccccc1 | -8.2 | -9.0 | 2.8 |
| CC(C)c1ccc(-c2nnn(CC(=O)Nc3cc(C(F)(F)F)ccc3-n3cncn3)n2)cc1 | -7.9 | / | -7.2 |
| CCOC(=O)c1nn(-c2ccccc2)c(=O)cc1OCC(=O)Nc1cccc(OC)c1 | 0.1 | / | 6.9 |
| Cc1cccc(C(C)(C)C)c1NC(=O)N1CCN2C(=O)CNC(=O)C2C1 (stereo not given) | -0.1 | / | -1.1 |
| Cc1cc(C#N)ccc1S(=O)(=O)Nc1nc(C(C)C)nn1C | -0.1 | / | 1.4 |
| CC(C)CN1C(=O)CNC1=S | -7.2 | -8.7 | 2.8 |
| CCOC(=O)c1c(NC(=O)COC(=O)C(C)NC(N)=O)sc(C(C)=O)c1C (stereo not given) | -3.6 | -4.0 | 9.3 |
| CCOC(=O)c1ccc(NC(=O)N2CCc3ccccc3C2c2ccc(Cl)cc2)cc1 (stereo not given) | -3.6 | -6.6 | 16.3 |
| Cn1cnc(Sc2nc3ccccc3[nH]2)c1[N+](=O)[O-] | -7.7 | / | 1.1 |
| COc1cc(C2CC(=O)Nc3ccc4ccccc4c32)cc(Cl)c1O (stereo not given) | 2.4 | / | -18.3 |
| COc1cc(OC)c(OC)cc1/C=C/c1cc(C(F)(F)F)[nH]c(=O)n1 | -4.3 | / | -1.6 |
| Cc1ccc(C(=O)Nc2cccc(CN3CCOC3=O)c2)s1 | -17.1 | / | 11.1 |
| O=C1CC2(CCN(Cc3cn(-c4ccccc4)nc3-c3ccncc3)CC2)CN1 | -5.5 | / | 5.9 |
| CSc1ccc(CN2C(=O)C(C)ON=C2c2ccc(F)cc2)cc1 (stereo not given) | 8.7 | / | -1.6 |
| O=c1[nH]c(/C=C/c2ccccc2O)c([N+](=O)[O-])c(=O)[nH]1 | 3.5 | / | -9.5 |
| Cn1c(=O)c2c(nc3n2CC(c2ccc(F)cc2)=NN3Cc2ccc(F)cc2)n(C)c1=O | -0.9 | -9.1 | 5.0 |

The list continues.
SMILES	hcGAS inh	mcGAS inh	NPYLR7 ag
Cc1cc2nc(-c3ccccc3)c(N3CCN(C(=O)C4CCCCC4)CC3)nc2cc1C	-3.6	-8.3	24.8
Nc1nc(CSc2ncn[nH]2)nc(Nc2ccc(F)cc2)n1	-14.5	/	2.2
COCCN(CC(=O)N(CCc1ccc(OC)c(OC)c1)Cc1ccc(C)o1)C(=O)Nc1cccc(Cl)c1	-0.3	-2.4	-8.7
CCCNC(=O)c1nnc2n1CCN(C(=O)c1cccn1C)C2	-8.1	/	8.7
COc1cccc(-c2cc(C(=O)Nc3ccc(F)cc3)nc3cc(C(C)(C)C)nn23)c1	-7.1	-7.9	10.6
O=c1ncc(F)c[nH]1	-4.9	/	-2.5
O=C(OCc1nc(C(=O)NCCc2ccc(F)cc2)cs1)c1ccccc1	-4.1	-7.8	-4.7
CCCNC(=O)N1CCN(S(=O)(=O)c2ccc(C)cc2)CC1	-8.7	-5.7	7.8
COc1cc(C)ccc1-n1c(CCC(=O)NCc2ncccc2C)cc2c1-c1ccccc1OC2	-4.0	-8.7	0.5
Nc1cc(-c2ccc(Cl)c(Cl)c2)nn1-c1ccc(C(=O)N[C@H](CO)Cc2ccccc2)cc1	-5.5	-4.1	-9.3
O=C(CC(c1cccc(F)c1)c1cn(Cc2ccccc2)c2ccc([N+](=O)[O-])cc12)NCc1ccccn1 (stereo not given)	-5.3	-9.0	23.8
COCCCNC(=O)c1cc(NC(=O)c2ccc3c(c2)OCO3)ccc1N(C)C	-3.7	-8.7	/
CC(=O)Nc1ccc(N=Nc2c(C)[nH]n(-c3nc(-c4ccccc4)cs3)c2=O)cc1	-3.1	-4.8	-2.4
